# Source: PubChem (National Center for Advancing Translational Sciences (NCATS))
# IDH1 R132H inh: qHTS for Inhibitors of mutant isocitrate dehydrogenase 1 (IDH1): qHTS; 390,000 tested, 0.093% active; Potency, µM (doses to about 76.6 µM), inactives show top-dose activity change, negative = inhibition, most hits filed as inhibitors; Isocitrate dehydrogenase [NADP] cytoplasmic (Homo sapiens), O75874; AID 602179, 2012; IDH1-R132H enzyme, NADPH consumption, diaphorase/resazurin fluorescence; also: potency is read from the fitted curve at half-maximal effect; % is scaled to controls: 0 for no effect and ±100 for the full control effect; nearly all actives have a fitted effect of over 65% in size
# Target sequence (O75874 whole entry R132H, stated change not applied): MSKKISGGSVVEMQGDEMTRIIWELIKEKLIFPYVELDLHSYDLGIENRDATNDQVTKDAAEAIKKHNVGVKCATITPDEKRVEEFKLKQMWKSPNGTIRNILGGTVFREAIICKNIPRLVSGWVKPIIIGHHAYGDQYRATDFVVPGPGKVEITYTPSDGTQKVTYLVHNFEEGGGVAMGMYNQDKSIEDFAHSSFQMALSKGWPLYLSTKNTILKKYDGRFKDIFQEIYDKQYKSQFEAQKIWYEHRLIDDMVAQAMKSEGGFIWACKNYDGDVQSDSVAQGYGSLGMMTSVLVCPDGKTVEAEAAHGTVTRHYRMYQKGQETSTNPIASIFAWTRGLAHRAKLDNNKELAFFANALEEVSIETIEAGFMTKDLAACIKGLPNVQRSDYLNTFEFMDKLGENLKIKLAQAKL
#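 IDH1-R132H (0.5 ug/mL dispensed) in pH 7.5 Tris buffer was preincubated 30 min with compound, then given a substrate mix of 0.016 mM NADPH and 2 mM alpha-KG for 80 min at room temperature; remaining NADPH was read by diaphorase/resazurin fluorescence.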
# Glioma ERSR ind: qHTS for Inducers of the Endoplasmic Reticulum Stress Response (ERSR) in Human Glioma: qHTS; 420,000 tested, 0.02% active; Potency, µM, for inactives: at the top dose activation, hits mostly activators; U87-MG GRP78 promoter luciferase reporter, 16 h; also: potency is read from the fitted curve at half-maximal effect; series mostly up to about 76 µM; % of control where 0% means no effect; nearly all actives have a fitted effect of over 35% in size
#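 ERSR induction read as luciferase luminescence (Bright-Glo, 10 min at room temperature) in stably transfected human U87-MG glioma cells exposed to compounds for 16 h, using GRP78 as sensor.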
# USP1-UAF1 inh: Inhibitors of USP1/UAF1: Primary Screen; Ubiquitin carboxyl-terminal hydrolase 1 (Homo sapiens), O94782; recombinant USP1/UAF1, Ub-Rhodamine cleavage fluorescence; Potency, µM (series often up to 57.1 µM), inactives show at the top dose activity change, negative = inhibition, most hits filed as inhibitors; 390,000 tested, 0.23% active; also: potency is read from the fitted curve at half-maximal effect; % is scaled to controls: 0 for no effect and ±100 for the full control effect; nearly all actives have a fitted effect of over 60% in size; inactives centre near -12
#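 High-throughput fluorogenic screen: 1nM USP1/UAF1 complex, Ub-Rho substrate 150nM final, 50mM HEPES pH 7.8 with 0.5mM EDTA, 0.1 mg/ml BSA, 1mM TCEP and 0.01% Tween-20.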
# PI4K2A block: qHTS for small molecular inhibitors of PI4K2A; Phosphatidylinositol 4-kinase type 2-alpha (Homo sapiens), Q9BTU6; purified PI4K2A, ADP-Glo luminescence, 1 h; hits give low values; activity change, negative = inhibition, % at 76.9 µM; 420,000 tested, 0.13% active; AID 1346378, 2018; in the data active = activity change below about -50%; inconclusive = mostly about -30% to -49%;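 also: -100% = wells without enzyme as full effect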
#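 Compounds are screened against recombinant PI4K2A using PI as substrate and ATP, the latter dispensed at 300 microM. Reactions run one hour at ambient temperature before ADP-Glo detection; full inhibition defined by wells lacking enzyme.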
# TrxR1 substrate: qHTS Assay for Substrates of Mammalian Selenoprotein Thioredoxin Reductase 1 (TrxR1): qHTS; purified TrxR1 substrate turnover, NADPH consumption readout; Potency, µM (titrated, usually from 114 µM), inactives show top-dose activity change, negative = substrate turnover; 390,000 tested, 0.01% active; AID 588456, 2011; also: potency is read from the fitted curve at half-maximal effect; % is scaled to controls: 0 for no effect and ±100 for the full control effect; nearly all actives have a fitted effect of over 50% in size
# Target sequence (O89049 whole entry, looked up): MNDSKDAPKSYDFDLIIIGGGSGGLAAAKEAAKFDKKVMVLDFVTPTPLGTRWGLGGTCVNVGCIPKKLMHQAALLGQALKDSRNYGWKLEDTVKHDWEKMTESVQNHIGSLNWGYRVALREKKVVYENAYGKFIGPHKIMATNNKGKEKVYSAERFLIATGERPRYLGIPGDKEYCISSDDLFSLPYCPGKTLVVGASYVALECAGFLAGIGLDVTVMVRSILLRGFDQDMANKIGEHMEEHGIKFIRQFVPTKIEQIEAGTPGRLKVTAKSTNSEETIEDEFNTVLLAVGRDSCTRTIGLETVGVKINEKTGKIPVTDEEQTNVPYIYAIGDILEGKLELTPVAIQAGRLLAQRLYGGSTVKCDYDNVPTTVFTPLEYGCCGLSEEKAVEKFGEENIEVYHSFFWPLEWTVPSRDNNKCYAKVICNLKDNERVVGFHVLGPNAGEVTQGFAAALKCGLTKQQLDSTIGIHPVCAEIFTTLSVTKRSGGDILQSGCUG
#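 Rat TrxR1, dispensed at 90 nM, was prereduced with 400 uM NADPH (final) for 5 min at ~22 deg C, then incubated with compound 15 min before 400 uM selenite. A first-read NADPH fluorescence drop versus no-compound background flagged substrates.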
# Vif-APOBEC3F blk: qHTS for Inhibitors of Vif-A3F Interactions: qHTS; AID 602313, 2012; HeLa A3F-eYFP + Vif (tagged APOBEC3F with the HIV-1 protein that degrades it), YFP fluorescence increase; Potency, µM (top dose mostly 46.1 µM), for inactives: at the highest dose activity, negative = active; 390,000 tested, 0.2% active; also: potency is read from the fitted curve at half-maximal effect; % of control where 0% means no effect; nearly all actives have a fitted effect of over 65% in size
#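 HeLa cells stably expressing Vif plus C-terminally eYFP-tagged A3F were seeded, incubated overnight at 37 deg C, dosed with compound, incubated overnight again at 37 deg C. Yellow fluorescence (Ex 488/Em 500-530) reported blocked Vif-mediated A3F-eYFP degradation.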
# Vif-A3G inh: qHTS for Inhibitors of Vif-A3G Interactions: qHTS; HeLa A3G-eYFP + Vif (tagged APOBEC3G with the HIV-1 protein that degrades it), YFP fluorescence, overnight; Potency, µM (titrated, usually from 46.1 µM), without a hit: at the highest dose activity, negative = active, most hits filed as inhibitors; 410,000 tested, 0.076% active; AID 602310, 2012;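 also: potency is read from the fitted curve at half-maximal effect; % is scaled to controls: 0 for no effect and ±100 for the full control effect; nearly all actives have a fitted effect of over 60% in size; hits raise eYFP signal because A3G escapes Vif-driven loss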
#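 Read-out is eYFP fluorescence (Ex 488/Em 500-530) from Vif-expressing HeLa A3G-eYFP cells; more signal means A3G escaped Vif-mediated degradation. Cells plated overnight, compound pinned in, incubated overnight at 37 deg C.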
# LDHA inh: qHTS assay for inhibitors of human lactate dehydrogenase; L-lactate dehydrogenase A chain (Homo sapiens), P00338; purified LDHA, NADH/diaphorase-resazurin fluorescence; hits give low values; activity change, % (values are at about 110 or 230 µM); 480,000 tested, 0.15% active; in the data active = activity change below about -30%; inconclusive = mostly about -25% to -30%;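 also: plate controls were DMSO wells for no effect and wells without enzyme for full effect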
#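 Human LDH5 (2 nM) was incubated with 0.06 mM NADH and 0.2 mM pyruvate for 5 min at room temperature in Tris pH 7.4. Remaining NADH was coupled through diaphorase/resazurin, and resorufin fluorescence was read at 0 and 20 min.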
# RXFP1 agonist: qHTS Assay for Agonists of the Relaxin Receptor RXFP1 | Relaxin receptor 1 (Homo sapiens), Q9HBX9 | Potency, µM (titrated, usually from 57.5 µM), inactives show at the highest dose activation, actives largely listed as activators | HEK293T-RXFP1 cAMP TR-FRET, 30 min; response scale: percent of porcine relaxin response, buffer zero | 370,000 tested, 0.3% active; also: potency is read from the fitted curve at half-maximal effect; % is scaled to controls: 0 for no effect and ±100 for the full control effect; nearly all actives have a fitted effect of over 60% in size; many of its hits are not listed in these tables
#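 HEK293T cells stably expressing RXFP1 were pretreated with the PDE4 inhibitor Ro 20174, exposed to compounds for 30 min at 37C, lysed, and cAMP was read by TR-FRET. Data normalized to buffer (basal) and 29 nM porcine relaxin (100%).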
# * = called active by the depositor; ? = inconclusive; · = not tested or not shown; & = joins results of further samples; [ ] = remark or other dose. Unless noted, calls follow the shape of the dose curve; as a rule, active = well fitted curve in the direction sought with a large enough effect; inconclusive = small, poorly fitted or top-dose-only effect, or another doubt; inactive = no such curve, though single readings can be large; an effect the other way counts as inactive or inconclusive.
# The line under a structure holds: IDH1 R132H inh, Glioma ERSR ind, USP1-UAF1 inh, PI4K2A block, TrxR1 substrate, Vif-APOBEC3F blk, Vif-A3G inh, LDHA inh, RXFP1 agonist
> CC(=O)c1cccc(-n2c(=O)c3c4c(sc3n(CC(=O)c3ccc(Cl)cc3)c2=O)CN(C(C)=O)CC4)c1
    -6%, -1%, -8%, -6, 0%, -9%, -4%, 1, 1.1%
> CSc1nc(N)nc2c1ncn2CC(=O)NCCCc1ccccc1
    -2%, -2%, ?, 0, 4%, 8%, 1%, -1, ·
> Cc1ccc(CNC(=O)COC(=O)C2CCN(S(=O)(=O)c3cccs3)CC2)cc1
    -5%, 1%, -20%, 0, -2%, 7%, 2%, -1, 1.8%
> O=C(c1ccc2c(c1)CCN2S(=O)(=O)c1ccccc1)N1CCN(c2ccc(F)cc2)CC1
    0%&-5%, -1%&1%, ?, 1&-3, -4%&2%, 0%&11%, 0%&0%, -2&2, 4.4%&0.6%
> COc1ccc(C2=NOC(C(=O)NC3CCCCC3)C2)cc1OC (configuration not stated)
    1%, 7%, -5%, 0, 4%, -13%, 1%, 0, 0.7%
> Cc1ccc(NC(=O)COC(=O)c2cc(=O)c3ccccc3o2)c(Br)c1
    18%, 0%, -6%, 6, -13%, 3%, -6%, -5&-23, ·
> Cc1ccccc1CN(c1ccc(C(=O)N2CCCC2)cc1)S(C)(=O)=O
    -1%, -3%, -3%, -1, -8%, -6%, 1%, -4, 0.6%
> CCN(CC)S(=O)(=O)c1ccc(OC)c(NS(=O)(=O)c2ccc(F)cc2)c1
    7%, -4%, -23%, 11, -1%, 1%, 6%, 1, 2.7%
> N/C(=N\OC(=O)c1ccc2c(c1)OCO2)c1cccc(Br)c1
    5%, -8%, -22%, -6, 6%[57.1 µM], -6%, -5%, -5, -0.6%
> CCOc1cc(/C=N/n2c(C)nc3ccccc3c2=O)ccc1O
    0%, -2%, -2%, -3, -7%[57.1 µM], 2%, -5%, -1, 1.9%
> O=C(CNC(=O)Cc1ccccc1)N=Nc1c(O)[nH]c2ccccc12
    10%, -2%, 2%, 2, -9%, ?, 4%, -6, 4.1%
> CCC(C)NC(=O)c1ccc(NC(=O)CC2SC(N3CCCC3)=NC2=O)cc1 (configuration not stated)
    6%, 0%, 2%, -1, -12%, -2%, 0%, -6, -3.2%
> C=CCn1c(SCC(=O)Nc2cc(C)on2)nc2c([nH]c3ccccc32)c1=O
    -1%, -2%, -13%, 2, -5%, 2%, -3%, -4, 0.2%
> Cc1ccc(NC(=O)c2cc(=O)[nH]c3ccc(S(=O)(=O)N4CCOCC4)cc23)nc1
    1%, -4%, -16%, -1, 7%[57.1 µM], 3%, -2%, -3, 0.0%
> CCOc1cc(CN2CCCC(N3CCc4ccccc4C3)C2)ccc1O (configuration not stated)
    1%, 5%, -20%, 5, 0%, 0%, 0%, 3, 0.4%
> CCCc1nnn(S(=O)(=O)c2ccc([N+](=O)[O-])cc2)c1CCC
    -1%, -6%, -16%, 4, 9%[57.1 µM], 6%, 1%, -5, ·
> CC1(C(=O)NCc2cccc(Cl)c2)Cc2c(-c3cccc(C(N)=O)c3)ccnc2O1 (configuration not stated)
    ·, -1%, ·, -1, ·, ·, -18%, 1, ·
> Cc1cc(N2CCCC2)nc2c(C)cccc12
    18%, -7%, ?, 1, 13%[57.1 µM], -4%, 3%, -2, -1.4%
> COc1ccccc1C(CNC(=O)c1ccc(C)c(S(=O)(=O)N2CCCCC2)c1)N(C)C (configuration not stated)
    -8%, -3%, -19%, -5, -2%, -4%, 6%, 0, 0.3%
> O=C(NC1CCC(O)CC1)c1cc(-c2ccc(Cl)cc2)nc2ccccc12 (configuration not stated)
    3%, -3%, -15%, -7, 6%, -12%, 1%, -2, 6.2%
> CCOc1ncccc1C(=O)OCc1nnc(-c2ccccc2)o1
    7%, -1%, -15%, 2, -5%, -6%, 1%, -4, 0.5%
> Clc1ccccc1-c1nnc(-c2ccc3c(c2)OCO3)o1
    6%, -7%, -22%, -2, 40%[activator], 8%, -2%, -1, 3.8%
> CCCCCCSc1cc(-c2nc3ccc(C)cn3c2NCc2ccccc2)ccc1OC
    1%[38.3 µM], -4%, ?, 0&7, 56%[activator], -13%, 2%, 2&4, 11%
> COc1ccc(C(=O)CSc2ccc(-c3ccccc3)nn2)cc1
    6%, -1%, 1%, -3, -19%, 6%, -1%, -4, 0.5%
> CCCCNC(=O)c1ccc(/C=C2\Oc3ccccc3N(C)C2=O)cc1
    -11%, -2%, -6%, 0, 49%[activator], 18%, -1%, -13, 6.7%
> CCC12CN(S(=O)(=O)c3ccc(C)cc3)CC(CC)(CN(S(=O)(=O)c3ccc(C)cc3)C1)C2=O
    3%, -2%, -9%, 5, -3%, -5%, 1%, -2, 4.4%
> CN(C)C(=O)C(=O)c1cccn1-c1cccc(Cl)c1C#N
    -5%, -4%, 2%, 0, 3%, -4%, 4%, 2, 1.4%
> Cc1ccc(C(=O)OCCN2CCN(c3ncc(C(F)(F)F)cc3Cl)CC2)cc1
    6%, 3%, -1%, 1, -12%, ·, -1%, 0, 3.5%
> Cc1ccc(C(=O)NCC(c2cccnc2)N2CCc3ccccc3C2)cc1C (configuration not stated)
    17%, -1%, -20%, 0, -1%, 4%, 6%, 0, -0.8%
> CC1(C)C(=O)OC(c2c(F)c(F)c(F)c(F)c2F)C2(CCCCC2)C1=O (configuration not stated)
    5%, -7%, 0%, -4, -6%, 6%, -4%, 2, 1.7%
> NC(=O)NOCc1ccccc1F
    -5%, -3%, -11%, 3, -4%[57.1 µM], 1%, -1%, -3, -2.6%
> CCC(C)[C@H](N)c1nnc(SCC(=O)c2ccc(Cl)cc2)o1 (some centres not stated)
    11%, -5%, 1%, 3, 4%, -19%, 0%, 1, -0.7%
> CCCCOc1ccc(C2c3c(-c4ccccc4O)n[nH]c3C(=O)N2Cc2ccncc2)cc1OC (configuration not stated)
    ?, -2%, -24%, -4, -9%, 3%, -12%, 13, 0.1%
> COc1ccc(-c2nc3ccc(C)cc3c(=O)o2)cc1OC
    -3%, -2%, -23%, 0, 13%[57.1 µM], -2%, -3%, -8&2, -0.1%
> CC(=O)Nc1ccc(S(=O)(=O)N2CCCC3CCCCC32)cc1 (configuration not stated)
    -4%, 1%, 1%, 2, -2%, -3%, 1%, 0, -0.3%
> O=C1C2C3C=CC(C3)C2C(=O)N1c1ccccc1OS(=O)(=O)c1ccccc1 (configuration not stated)
    9%, -3%, -14%, -3, 5%, -21%, -2%, -2, 1.9%
> COc1c(C)cccc1C(=O)NCc1ccc2c(c1)OCO2
    3%, 5%, -17%, 1, 6%, -3%, 0%, -4, 0.9%
> CCN(CC)S(=O)(=O)c1cc(NC(=O)CN2C(=O)NC(C)(c3ccccc3)C2=O)ccc1C (configuration not stated)
    0%, -5%, -26%, 4, 3%[57.1 µM], 12%, -6%, -2, 1.0%
> CCOC(=O)c1[nH]c(C)c(C(=O)OC(C)C(=O)Nc2ncc(Cl)cc2Cl)c1C (configuration not stated)
    1%, 0%, -12%, 0, 0%, 4%, -15%, -6, 0.3%
> O=C(CSc1ccc(-c2cccc([N+](=O)[O-])c2)nn1)N1CCCCCC1
    4%, -2%, 4%, 79, 2%[57.1 µM], 8%, -2%, -6, 0.6%
> CC1=C(C(=O)Nc2cc(Cl)ccc2C)C(c2ccccc2F)n2ncnc2N1 (configuration not stated)
    -12%, -3%, -32%, -11, 7%[57.1 µM], 0%, -6%, -3, 1.8%
> COc1ccc(C(=O)N/C(=C\c2ccccc2)C(=O)NCc2cccnc2)cc1
    -5%, -4%, -6%, -1, -2%, 2%, 2%, -8, 2.4%
> O=C(OCc1cccc(F)c1)c1cc2ccccc2cc1O
    -2%, 0%, -23%, 7, 0%, -6%, 0%, 0, 3.3%
> Cc1cccc(-n2c(O)c(C=NCCCN3CCOCC3)c3ccccc3c2=O)c1
    0%, -4%, -18%, 7, 5%[57.1 µM], 1%, -1%, 0, 1.7%
> CC(=O)Nc1ccc(Nc2nnc(-c3ccc(C)c(S(=O)(=O)NCCO)c3)c3ccccc23)cc1
    7%, 0%, 0%, 1, -7%, 0%, 0%, -2, 5.9%
> C[C@@H]1CCCCO[C@H](CN(C)C(=O)CCC(F)(F)F)[C@@H](C)CN([C@H](C)CO)C(=O)c2cc(NC(=O)c3ccncc3)ccc2O1
    -3%, -4%, -15%, -12, ·, -1%, -5%, -1, ·
> CC(OC(=O)c1ccc2noc(-c3ccccc3)c2c1)C(N)=O (configuration not stated)
    -4%, -1%, -11%, -5, -7%, -13%, -1%, 6, 0.4%
> CCOC(=O)CS(=O)(=O)c1nc(-c2ccc(F)cc2)cc(C(F)(F)F)n1
    5%, -17%, -10%, 17, 15%[57.1 µM], 2%, -19%, -4&-2, 0.1%

# An excerpt; rates above refer to the full screens.
